# Source: PubChem (several laboratories)
# SRC1 inh = human NCOA1 inhibition; HEK293 GAL4-SRC1 luciferase reporter, luminescence; AID 588354; Q15788; inhibition, % at 3.6 µM; 360,000 tested, 0.12% active;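 active means inhibition above the campaign mean plus 3 SD, with each screening campaign given its own cutoff, cut at about 60% in these data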;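 further: 0% = DMSO treated cells and 100% = gossypol at 36 µM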
# ABHD5 PLIN5 PPI = ABHD5-PLIN5 protein interaction inhibition. inhibition, % at 4 µM. Q00G26+Q8WTS1. 360,000 tested, 0.78% active. Split G. princeps luciferase complementation, luminescence, 4 h;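 active means inhibition above the mean inhibition across every tested compound plus 3 SD, cut at about 22% in these data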;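 further: 0% = DMSO only wells and the 100% control is not disclosed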
# TLR9-MyD88 inh = inhibitors of human TLR9-MyD88 binding. CHO BLA complementation TLR9-MyD88, CCF4 FRET ratio. inhibition, % at 4.98 µM. 340,000 tested, 0.21% active. AID 504734;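 active means inhibition above the mean over all tested compounds plus 3 SD, cut at about 21% in these data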;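 further: 0% = DMSO only wells and 100% = clavulanate BLA inhibitor control wells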
# COUP-TFII inh = NR2F2 (human) inhibition, primary screen; P24468; HEK293T NGFI-A luciferase reporter, luminescence; inhibition, % at 8.6 µM; 370,000 tested, 0.7% active; AID 686940;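 active means inhibition above a per-plate cutoff, mean inhibition of test wells between control levels plus 3 SD, cut at about 38% in these data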;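 further: cells cotransfected with COUP-TFII expression vector driving the NGFI-A reporter; 0% = median of COUP-TF2 test wells and 100% = reporter-only cells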
# NOD2 RIPK2 PPI = blocks binding of human NOD2 to RIPK2 | 360,000 tested, 0.38% active | AID 624267 | CHO BLA complementation NOD2-RIPK2, CCF4 ratio | O43353 | inhibition, % at 4.98 µM; in the data active means inhibition above about 21%;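 further: 0% = vehicle only and 100% = reference blocker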
# MC4R barr agon = activates human MC4R beta-arrestin recruitment; AID 540308; P32245; activation, % at 8.9 µM; 360,000 tested, 0.98% active; U2OS MC4R beta-arrestin complementation, luminescence; percent of melanotan II response, DMSO zero;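 active means activation above a per-plate cutoff, the mean activation of sample wells on that plate plus 3 SD, cut at about 8% in these data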
# SRC3 inh = inhibitors of human steroid receptor coactivator 3 (SRC3); Q9Y6Q9; HEK293 GAL4-SRC3 luciferase reporter, luminescence; inhibition, % at 3.6 µM; 360,000 tested, 0.17% active; AID 588352;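 active means inhibition above a per-campaign cutoff, the mean of all compounds plus 3 SD, cut at about 60% in these data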;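 further: 0% = DMSO-treated cells and 100% = gossypol-treated cells at 36 µM; higher means less SRC3-driven luciferase light from the GAL4 reporter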
# MC4R antag cAMP = antagonists of human melanocortin 4 receptor (MC4R); P32245; MC4R-expressing cells, MTII-stimulated cAMP, LANCE TR-FRET; inhibition, % at 6.5 µM; 360,000 tested, 0.48% active;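 active means inhibition above its plate's cutoff, the mean of tested wells on that plate plus 3 SD, cut at about 29% in these data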;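 further: 0% = Melanotan II alone and 100% = Melanotan II plus saturating MCL0020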
#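 material = U2OS cells stably expressing human melanocortin 4 receptor (MC4R) | also added = Melanotan II challenge | dosing = single nominal compound dose of 6.5 µM | detection = TR-FRET with Eu-cAMP and labeled anti-cAMP, 671 nm | replication = singlicate | timing = compound 30 min, challenge 1 h, detection 1 h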
# EBV LMP1 NFkB = Epstein-Barr LMP1 NF-kappaB reporter inhibition | LMP1-induced NF-kappaB luciferase reporter cells, luminescence | inhibition, % at 12.5 µM | 350,000 tested, 0.69% active; in the data active means inhibition above about 41%;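 further: 0% = neutral control wells and 100% = reference inhibitor control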
# SRC2 inh = human SRC2 (NCOA2) inhibition; AID 651957; inhibition, % at 9 µM; 370,000 tested, 0.17% active; Q15596; HEK293 GAL4-SRC2 luciferase reporter, luminescence;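 active means inhibition above the mean inhibition of all tested compounds plus 3 SD, set per campaign, cut at about 52% in these data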;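 further: 0% = DMSO treated cells and 100% = cells given Gossypol at 36 µM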
# NR5A2 inv ag = NR5A2 inverse agonism in reporter assay; O00482; HEK293T StAR-luciferase reporter, LRH-1 transfected, 24 h; inhibition, % at 3.6 µM; 360,000 tested, 0.13% active; AID 602396;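 active means inhibition above the mean inhibition of all tested compounds plus 3 SD, cut at about 73% in these data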;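 further: 0% = DMSO wells and 100% = reporter-only cells lacking LRH-1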
# * marks the source's active call; other numbers are inactive results; / = not tested or not shown. These rows are one share of the data, so the mix of outcomes need not match the whole.
nr	SRC1 inh	ABHD5 PLIN5 PPI	TLR9-MyD88 inh	COUP-TFII inh	NOD2 RIPK2 PPI	MC4R barr agon	SRC3 inh	MC4R antag cAMP	EBV LMP1 NFkB	SRC2 inh	NR5A2 inv ag	Compound
1	-29	-4	-13	2	-6	10*	-14	16	-14	-17	-6	Cc1[nH]c2ccc(-c3nnc(SCC(=O)c4ccccc4F)o3)cc2c1C
2	5	8	/	-15	1	-0.9	10	3	/	-24	19	COCCNC(=O)C1(C)CCCN(C(=O)Cc2ccc3ccccc3c2)C1 (stereo not given)
3	3	8	4	-1	-4	-1.1	-8	-28	7	15	28	COc1ccc(/C=N\NC(=O)c2c(C)nc3ccc(Br)cn23)cc1
4	-7	-6	3	-4	-11	-1.0	-2	-3	-5	-4	-5	COc1cc(C(C[N+](=O)[O-])c2c(C)[nH]c3ccccc23)cc(OC)c1OC (stereo not given)
5	6	-3	-8	-1	3	-1.2	2	0	-9	-12	12	COC(=O)c1cc(OCC(=O)NC2CCCc3ccccc32)cc(C(=O)OC)c1 (stereo not given)
6	-9	-2	-6	-3	-9	-1.8	2	8	4	19	-11	O=C(NCCCn1ccnc1)Nc1cccc(Cl)c1
7	-2	5	1	2	-73	0.9	10	14	3	-27	-18	COC(=O)c1sccc1NC(=O)CSc1cc(Cl)ccc1Cl
8	11	-2	1	-8	5	0.1	-9	3	3	-24	-15	CCn1cc(C(=O)NCc2ccco2)c2cc(OC)c(OC)cc2c1=O
9	8	-6	9	-8	2	0.9	-4	19	-4	24	9	Cc1ccc(C(=O)C(OC(=O)CNS(=O)(=O)c2ccccc2)c2ccccc2)cc1 (stereo not given)
10	-26	-1	-5	-1	-5	-3.1	3	1	4	6	7	CC(NC(=O)CCC(=O)c1ccccc1)c1ccc(F)cc1 (stereo not given)
11	4	0	2	6	-9	2.4	4	1	1	-3	-11	COc1cc(C(O)P(=O)(OCCC(C)C)c2ccc(N(C)C)cc2)cc(OC)c1OC (stereo not given)
12	-3	4	15	11	-10	-0.6	-13	4	11	-11	3	COc1cccc(CNC(=O)c2cc3oc4ccccc4c3n2C)c1OC
13	-13	-7	-7	-1	-5	-1.9	-33	-1	-2	-14	0	O=C(Nc1cc2c3c(c1)CC(=O)N3CCC2)c1c(F)cccc1F
14	-5	-7	9	-22	-3	0.9	-1	-1	-28	8	21	CCCS(=O)(=O)N1CCCC(C(=O)NCCCN(C)Cc2ccccc2)C1 (stereo not given)
15	-17	1	/	-5	2	1.8	1	-1	/	-5	25	COCCNc1nc(Nc2ccc(C#N)cc2)c2sccc2n1
16	-6	-6	1	26	-1	1.7	14	1	3	-22	7	Cn1c(N)c(N=O)c(=O)n(C)c1=O
17	-28	4	0	-14	-12	-1.2	11	4	-2	-19	-11	CC(=O)Nc1ccc(NC(=O)C2CC(=O)Nc3ncnn32)cc1 (stereo not given)
18	-15	8	-2	-4	-1	-1.5	-16	7	-5	-1	-4	O=c1cc(N2CCCCC2)[nH]c(=O)n1C1CCCCC1
19	-9	1	/	0	-3	2.1	-1	-1	/	4	-6	CC1(C(=O)NCc2ccc(Cl)cc2)CCN1C(=O)Cc1cccs1 (stereo not given)
20	-34	-2	/	-11	3	-1.7	-11	13	-22	-28	-17	O=C(Cc1cccs1)N/N=C/C=C\c1ccccc1[N+](=O)[O-]
21	8	-4	-5	21	-5	-1.9	4	8	3	8	-15	O=C(NC(=S)Nc1ccc(S(=O)(=O)Nc2nccs2)cc1)c1ccc(F)cc1
22	0	7	1	7	-2	0.0	-4	3	3	-8	4	CC(=O)Oc1ccc(C(=O)Nc2ccccc2C(=O)N2CCCC2)cc1
23	7	12	-3	-2	-8	2.9	13	-6	-4	8	6	COc1ccc(OC)c(/C=N/NC(=O)CSc2nnc(C)n2-c2ccccc2)c1
24	-3	6	6	16	4	-0.1	2	-3	7	-14	17	COc1cc(/C=C/C(=O)OCC(=O)NC2CC2)cc(OC)c1OC
25	-4	-3	-15	-14	3	-0.1	-16	19	22	5	41	COc1ccccc1N1CCN(C(=O)CSc2ncccc2-c2nc3ccccc3[nH]2)CC1
26	15	2	8	5	-5	0.5	10	4	15	13	10	CC(C)(C)OC(=O)NCCCCCc1nnc(SCc2cccc(F)c2)o1
27	-24	-3	-8	14	6	-1.9	7	2	12	-14	15	COc1ccc(C(=O)NCC(=O)N2CCC(C)CC2)cc1OC
28	-7	-2	6	2	-8	0.6	-3	9	-4	-10	-11	COC(=O)Cc1c(C(=O)OC)nnn1-c1ccc(OC(F)(F)F)cc1
29	-13	-1	-12	-9	-8	0.3	10	-4	7	-17	-4	CN(Cc1nc2ccccc2c(=O)[nH]1)c1ccccc1
30	-113	-5	-9	-48	-7	-1.4	-122	-4	-54	-20	-156	Nc1nc(-c2ccc(-c3ccccc3)cc2)cs1
31	-5	6	0	5	-8	-0.2	-33	21	-7	-7	2	Cc1nc2nc(C)c(NS(=O)(=O)c3cccs3)c(=O)n2[nH]1
32	16	6	1	17	-6	0.8	12	1	-5	-12	-10	CN(C)CCNC(=O)c1cccc(NS(=O)(=O)c2ccc(Cl)c(Cl)c2)c1
33	-14	-1	-8	11	2	2.5	-5	-1	0	9	8	c1ccc(CNc2ccc(CNc3ncn[nH]3)cc2)cc1
34	-3	9	-8	4	3	-1.0	6	17	16	22	12	COc1ccc(-c2cc(C(=O)N(C)CC(=O)Nc3ccccc3Cl)c3ccccc3n2)cc1OC
35	-18	-2	9	15	3	1.9	3	2	-5	4	11	O=C(O)c1ccc2c(c1)C(=O)N(N1C(=O)c3ccccc3C1=O)C2=O
36	7	0	-3	-7	-5	1.7	-5	6	-12	7	4	Cc1c(CCC(=O)O)c(=O)oc2cc3occ(-c4ccc(F)cc4)c3cc12
37	8	3	-3	12	-2	-1.3	-19	4	-2	-45	-7	Cc1ccc(F)cc1NC(=O)/C=C/c1ccc(S(=O)(=O)N2CCOCC2)cc1
38	-10	3	/	5	6	0.7	-2	12	/	-24	-17	COc1ccc(OC)c2c(=O)cc(C(=O)O)[nH]c12
39	12	-5	-4	-1	0	-1.1	13	0	1	-27	-10	Cn1c(SCC(=O)N/N=C/c2ccco2)nc2ccccc21
40	-53	1	/	-37	5	8.4*	-63	4	/	0	-48	Cc1cc(C)c2c(N)c(C(=O)Nc3ccccc3Cl)sc2n1
41	-3	3	-9	-3	2	-0.1	-1	5	6	-32	-1	CC(NS(=O)(=O)/C=C/c1ccccc1)c1ccccc1 (stereo not given)
42	-8	-4	-7	6	-7	5.2	-5	24	3	-12	-10	O=C(NCC(c1ccco1)N1CCCC1)c1cn(-c2ccccc2)nc1-c1ccc(F)cc1 (stereo not given)
43	-6	0	-4	2	-7	25*	3	15	24	-19	9	CC(=O)c1c(C)[nH]c(C(=O)CSc2ncnc3sc(-c4ccccc4)cc23)c1C
44	5	2	/	4	-3	-0.8	-20	4	/	0	17	O=C(Nc1ccc2c(c1)OCO2)C1Cc2c(-c3ccncc3)ccnc2O1 (stereo not given)
45	0	3	0	17	-2	1.9	-2	3	8	-11	-10	Cc1ccc(NC(=S)N2CCC(NC(=O)c3ccccc3)CC2)cc1
46	-49	-4	1	11	-10	-3.6	-49	3	0	-59	-38	COC(=O)c1nc(NC2=NCCCCC2)n[nH]1
47	-16	-4	9	-5	-6	-1.0	14	9	-1	19	2	CS(=O)(=O)N(CC(=O)N1CCN(c2cccc(Cl)c2)CC1)C1CCCCC1
48	-8	-6	-1	8	2	1.1	11	1	7	21	-3	COc1ccc(C2C(C(=O)OC3CCCCC3)=C(C)Nc3nnnn32)c(OC)c1OC (stereo not given)
49	-27	-1	-10	-34	2	-1.0	-20	11	-6	-19	-59	O=C(CSc1nnc(NC2CCCCC2)s1)N1CCOCC1
50	-4	-2	2	-14	-18	-1.1	15	6	5	10	14	COc1cccc(NC(=O)Cn2c(=O)oc3cc(S(=O)(=O)N4CCCC4)ccc32)c1
51	-2	6	-5	-1	-8	0.2	22	2	1	-4	18	CC(C)CNS(=O)(=O)c1ccc(OCC(=O)NCC2CCCO2)c(Cl)c1 (stereo not given)
52	7	-3	-7	13	0	-0.6	5	3	4	-16	-16	O=S(=O)(c1ccccc1)n1c(C(O)c2ccccn2)cc2ccccc21 (stereo not given)
53	-5	4	10	12	0	-0.7	-2	4	8	-7	-1	CCCc1cc(N2CCC(C(N)=O)CC2)nc(-c2ccccc2)n1
54	/	-3	/	8	12	/	/	/	/	11	18	Nc1[nH]c(C(=O)c2ccccc2)c(-c2ccccc2Cl)c1C(=O)c1ccccc1
